From PubChem
ABCB6 inh 2: human ABCB6 transporter inhibition; Q9NP58; K562-ABCB6 porphyrin accumulation, flow cytometry, 1 h; active compounds read low; fluorescence ratio to DMSO, % at 10 µM; actives 0.19% (n = 360,000);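 active means fluorescence ratio to DMSO below 75%, the collection mean minus 3 SD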;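 further: signal is porphyrin accumulated inside mitochondria; 100% equals median channel fluorescence of DMSO control wells; lower ratio means ABCB6 inhibition with less porphyrin fluorescence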
Target sequence (Q9NP58 whole entry, looked up): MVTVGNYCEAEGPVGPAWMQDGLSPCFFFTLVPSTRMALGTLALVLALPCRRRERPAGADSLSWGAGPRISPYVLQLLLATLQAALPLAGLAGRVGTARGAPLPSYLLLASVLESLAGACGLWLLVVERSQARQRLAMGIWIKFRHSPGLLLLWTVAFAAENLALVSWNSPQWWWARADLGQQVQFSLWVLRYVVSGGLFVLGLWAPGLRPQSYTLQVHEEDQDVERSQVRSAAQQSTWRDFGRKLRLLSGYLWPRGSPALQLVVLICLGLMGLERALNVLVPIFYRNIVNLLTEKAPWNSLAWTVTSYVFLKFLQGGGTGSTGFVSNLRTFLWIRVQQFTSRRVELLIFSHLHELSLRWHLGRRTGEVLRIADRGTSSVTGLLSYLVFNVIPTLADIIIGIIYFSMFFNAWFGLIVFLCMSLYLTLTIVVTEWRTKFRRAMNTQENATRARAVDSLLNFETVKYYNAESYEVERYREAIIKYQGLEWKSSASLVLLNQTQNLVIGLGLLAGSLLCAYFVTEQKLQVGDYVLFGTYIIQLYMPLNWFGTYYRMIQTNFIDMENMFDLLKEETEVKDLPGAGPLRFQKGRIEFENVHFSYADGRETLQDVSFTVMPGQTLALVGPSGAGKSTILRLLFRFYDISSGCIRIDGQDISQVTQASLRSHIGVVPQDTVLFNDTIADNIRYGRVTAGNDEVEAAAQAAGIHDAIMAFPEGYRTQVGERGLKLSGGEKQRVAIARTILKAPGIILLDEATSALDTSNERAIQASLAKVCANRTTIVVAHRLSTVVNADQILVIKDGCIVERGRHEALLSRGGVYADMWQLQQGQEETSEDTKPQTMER
Cardio protect: protects H9c2 cardiomyocytes from peroxide injury. actives 0.63% (n = 360,000). protection from H2O2 cell death, % at 20 µM. H2O2 injury protection, ATPLite, 2 h;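 active means compounds giving at least 50% protection of heart cells from peroxide-induced death in the single-dose screen, raw or plate-pattern-corrected value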;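 further: 0% = DMSO wells with peroxide and 100% = DMSO wells without peroxide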
ABHD5 PLIN5 PPI: inhibitors of human ABHD5-perilipin-5 interaction; Q00G26+Q8WTS1; Split G. princeps luciferase complementation, luminescence, 4 h; inhibition, % at 4 µM; actives 0.78% (n = 360,000);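 active means inhibition above the mean inhibition across every tested compound plus 3 SD, cut at about 22% in these data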;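 further: 0% = DMSO only wells and the 100% control is not disclosed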
MC4R ag barr: activates human MC4R beta-arrestin recruitment | U2OS MC4R beta-arrestin complementation, luminescence; percent of melanotan II response, DMSO zero | P32245 | actives 0.98% (n = 360,000) | activation, % at 8.9 µM;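 active means activation above a per-plate cutoff, the mean activation of sample wells on that plate plus 3 SD, cut at about 8% in these data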
Granule exo inh: blocks lytic granule exocytosis. TALL-104 LAMP-1 surface exposure, flow cytometry; cells stimulated with thapsigargin and PMA. inhibition, % at 10 µM. actives 0.66% (n = 360,000);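 active means inhibition above about 55%, limit read from the data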
N-glyco inh: blocks N-linked glycosylation in D54 reporter cells; D54 ERlucT glycosylation luciferase reporter, 24 h; percent of 100 nM tunicamycin response; reporter increase, % at 12.5 µM; actives 0.23% (n = 360,000);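 active means mean luciferase reporter signal, scaled so untreated is 0 and the glycosylation-blocking control 100, at or above a set limit in every replicate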;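 further: luciferase carries N-glycosylation sites so blocking glycosylation raises the light; 0% = median of neutral control wells and 100% = median of 100 nM tunicamycin wells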
PDI turbidity: inhibitors of human protein disulfide isomerase | P07237 | PDI insulin aggregation turbidity, A650, 90 min | inhibition, % at 10 µM | actives 0.052% (n = 350,000) | AID 588391;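 active means mean inhibition across replicates of 30% or more, whatever share of single replicates reach that level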;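 further: absorbance from insulin aggregation driven by PDI reduction with DTT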
CaV13 ICDI inh: Disruptors of the CACNA1D IQ motif to Ca2+-dependent inactivation inhibitor domain association, primary screening, Förster resonance energy transfer in intact living …; HEK cells, CFP/YFP FRET ICDI-IQ, plate reader, 10 min; percent FRET-ratio fall versus neutral wells; inhibition, % at 12.3 µM; actives 0.098% (n = 340,000); AID 743397;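 active means mean replicate inhibition of at least 30% and at least 1% of replicates passing that level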;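 further: 0% = median of the neutral control wells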
MC4R antagonist: blocks human MC4R cAMP signaling; inhibition, % at 6.5 µM; actives 0.48% (n = 360,000); MC4R-expressing cells, MTII-stimulated cAMP, LANCE TR-FRET;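 active means inhibition above its plate's cutoff, the mean of tested wells on that plate plus 3 SD, cut at about 29% in these data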;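 further: 0% = Melanotan II alone and 100% = Melanotan II plus saturating MCL0020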
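System – human MC4R-expressing U2OS cells · Also added – Melanotan II · Dosing – one concentration, 6.5 µM nominal · Timing – 30-min compound, 1-h challenge, 1-h detection, room temperature · Measured by – Eu-cAMP/anti-cAMP TR-FRET, emission 671 nm · Replicates – singlicate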
HTR2A ag: agonists of mouse serotonin 5-HT2A receptor (HTR2A) | AID 624169 | actives 0.66% (n = 360,000) | CHO-K1 mHTR2A beta-arrestin complementation, luminescence; percent of 30 µM serotonin response | activation, % at 7.6 µM;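 active means activation above a run cutoff, the mean activation of all tested compounds plus 3 SD, cut at about 14% in these data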;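 further: 0% = plate median of compound wells and 100% = 30 µM serotonin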
Numbers without * were called inactive; . = not tested or not shown. This is a random part of the collection; 4.2% or so of the library scored in one or more.

Values in the order: ABCB6 inh 2, Cardio protect, ABHD5 PLIN5 PPI, MC4R ag barr, Granule exo inh, N-glyco inh, PDI turbidity, CaV13 ICDI inh, MC4R antagonist, HTR2A ag
- Cc1ccc(C(=O)OC2CCOC2=O)cc1NC(=O)c1ccco1 (centres undefined)
 : 96, 10, 8, -1.0, -3, 1, -2, ., 2, 6
- CC(C)c1nnc(NC(=O)c2nc(S(=O)(=O)Cc3ccc(F)cc3)ncc2Cl)s1
 : 80, -15, 44*, -2.6, 9, 12, -1, -5, 56*, -3
- C=CCc1cccc(Cl)c1OCCCNC1CCCC1
 : 92, -10, 1, 2.2, 8, 1, -4, -19, -2, 2
- O=C(Nc1cc(C(F)(F)F)ccc1N1CCOCC1)c1ccc[n+]([O-])c1
 : 100, 5, -2, -0.9, 0, 2, -1, ., -1, 0
- CCCC(CCC)C(=O)Nc1ccc2c(c1)N(C(=O)CCN1CCN(C)CC1)c1ccccc1CC2
 : 97, -7, 5, -1.7, 8, -4, 3, -5, -4, 3
- CCCn1c(-c2ccncc2)n[nH]c1=S
 : 94, 11, -2, -1.9, -3, 0, 7, 0, 5, 3
- CCOC(=O)N1CCC(NC(=O)c2ccc3nc(N4CCOCC4)sc3c2)CC1
 : 97, 15, 2, 1.1, -2, 1, 0, ., -2, 6
- CCOn1c(=O)c[n+]([O-])c2ccccc21
 : 104, 3, 3, 0.3, -3, 0, 8, -4, -7, 2
- CC1(C)Cc2c(cnn2-c2ccccc2)C(NC(=O)CCCN2CCCCC2=O)C1 (centres undefined)
 : 100, 2, 2, -2.5, -1, 5, -6, ., -4, 2
- CCOC(=O)c1c(CSCc2ccccc2)oc2ccc(O)c(CN(C)C)c12
 : 93, -4, 15, 4.5, 85*, 0, -4, -2, 6, -5
- COc1ccc(Cc2nc3ccc(C(=O)NCC4COCCO4)cc3o2)cc1OC (centres undefined)
 : 99, 5, 1, -1.8, 1, 3, 6, -3, -1, -9
- Cc1cc(Cl)c(S(=O)(=O)N2CCSCC2)cc1OCC(N)=O
 : 92, -2, 11, 0.3, -1, 1, -1, 0, 6, -1
- Clc1ccc(C2=CSC3=NCCN23)cc1Cl
 : 91, 0, 10, -0.7, 2, -3, -2, ., -5, -6
- COc1cccc(C(=O)NCCS(=O)(=O)NC2CCCC2)c1
 : 96, 10, 3, -3.8, -1, 0, 1, -2, 8, -7
- O=C(CN1CCC(N2CCCCC2)CC1)N1CCCc2ccccc21
 : 99, 6, -4, -2.7, 1, -3, -5, ., -2, -4
- CC(C)OC(=O)c1cccc(-c2ccc(C=O)o2)c1
 : 103, 5, 4, -0.8, 0, 0, 2, -5, 2, 6
- CC1(c2ccc3c(c2)OCO3)NC(=O)N(CC(=O)c2ccc[nH]2)C1=O (centres undefined)
 : 101, -2, 6, -0.5, -2, 0, -2, -4, 9, -6
- CCOC(=O)C(=O)N1CCN(c2nc(-c3ccc(Cl)cc3)cs2)CC1
 : 100, -8, -8, 1.1, -5, 0, 2, -2, 1, 3
- COc1ccc(/C=N/NC(=O)c2cc(-c3cccnc3)nc3ccccc23)c(OC)c1
 : 91, 18, -5, -3.8, -1, 1, -1, -3, -6, -4
- CCS(=O)(=O)N1Cc2ccccc2CC1C(=O)NCC12CC3CC(CC(C3)C1)C2 (centres undefined)
 : 100, 11, -3, -1.6, -3, -1, -3, -5, 0, -5

With a hit mark in Granule exo inh, among the entries above:
Molecule	ABCB6 inh 2	ABHD5 PLIN5 PPI	MC4R ag barr	Granule exo inh	N-glyco inh	PDI turbidity	CaV13 ICDI inh	MC4R antagonist	HTR2A ag
CCOC(=O)c1c(CSCc2ccccc2)oc2ccc(O)c(CN(C)C)c12	93	15	4.5	85*	0	-4	-2	6	-5

The list continues.
Values in the order: ABCB6 inh 2, Cardio protect, ABHD5 PLIN5 PPI, MC4R ag barr, Granule exo inh, N-glyco inh, PDI turbidity, CaV13 ICDI inh, MC4R antagonist, HTR2A ag
- CCOC(=O)[C@@H]1[C@H]2COc3cc(OC)ccc3[C@@H]2N2C(=O)N(c3ccccc3)C(=O)[C@]12C
 : 100, 7, -6, -1.4, 1, 2, 2, -6, 1, -7
- Fc1cc(F)cc(NC(=S)N2CCN(c3ncccn3)CC2)c1
 : 107, -2, -1, -1.4, -1, -3, 15, -5, 8, 5
- CCCN1CCN(CCCNC(=O)CCNC(=O)Cn2ccc3ccccc3c2=O)CC1
 : 93, 7, 3, 1.3, -1, 0, -6, -8, 3, -2
- COC(=O)[C@]12CCCCC=C1N(Cc1cccc3ccccc13)C(=O)[C@H](CC(=O)NCc1ccccc1)C2
 : 99, ., -9, ., 12, ., ., -11, ., 1
- COc1cc2ccccc2cc1C(=O)NC(=S)Nc1cccc(C(=O)O)c1
 : 105, 3, 0, 3.6, -6, 2, 3, -5, 21, 8
- CCC(C(=O)NCc1ccccn1)n1c2ccccc2c2nc(=O)cc(C)n21 (centres undefined)
 : 98, -9, 0, -1.6, -1, 2, -1, -5, 10, 0
- CCOC(=O)C1=C(CN2CCN(C(=O)c3ccco3)CC2)NC(=O)NC1c1ccc(OC(C)C)cc1 (centres undefined)
 : 97, -5, -1, -3.1, -12, 1, 11, -16, 22, 6
- CN(Cc1ccc(F)cc1)C(=O)C(c1ccccc1)c1ccccc1
 : 93, -1, -2, -0.4, 46, -4, 3, -4, 2, 1
- CSc1cccc(CN2CCCC(CNC(=O)c3ccc(F)cc3)C2)c1 (centres undefined)
 : 102, -2, 3, -1.8, 0, -1, -6, -7, 10, -6
- Cc1cc(CCNC=O)c(C)c2c1oc1ccccc12
 : 83, -1, 8, -1.4, 1, 2, -2, -6, -18, -5
- CSc1nc2sc3c(c2c(=O)n1CC(C)C)CC(C)(C)OC3
 : 93, 0, 4, 0.7, -1, -1, 10, -21, 2, -3
- CCOC(=O)c1c(C)[nH]c(C)c1C(=O)COC(=O)Cc1ccc(OC)c(OC)c1
 : 97, -4, 7, -1.3, -2, 0, -16, -7, 9, 5
- O=C(CCc1ccc(O)cc1)c1c(O)cc(O)cc1O[C@@H]1O[C@H](CO)[C@@H](O)[C@H](O)[C@H]1O
 : 97, 3, 3, -0.2, -8, 3, -2, -6, -3, 0
- Cc1ccc(C(=O)N2CCCC(CCC(=O)N3CCN(c4ccccn4)CC3)C2)cn1 (centres undefined)
 : 101, 5, -1, -2.6, -15, 0, 8, -6, 4, 3
- Cc1ccc2nc(-c3ccc(NC(=O)CN4C(=O)c5ccccc5C4=O)cc3)sc2c1
 : 104, -3, -3, -2.3, -1, -5, 11, -5, 7, -2
- O=c1ccc(Oc2nc(N3CCOCC3)nc(N3CCOCC3)n2)nn1-c1ccccc1
 : 95, -4, 6, -0.4, 9, 1, -8, -8, 0, 6
- CC1CCN(CCCNC(=O)Cn2ncc3c([nH]c4ccccc43)c2=O)CC1
 : 97, 4, 7, -0.1, -5, -1, -16, -5, 0, 3
- Cc1c(NC(=O)c2ccc([N+](=O)[O-])o2)cccc1-c1nc2ncccc2o1
 : 96, -14, -7, -0.3, 2, 16, 4, -4, 8, -1
- Cc1oc2ccc(O)cc2c1C(=O)OC(C)C
 : 99, 3, -15, 1.6, -1, 0, 0, -5, 9, 0
- CSc1nc2sc3c(c2c(=O)n1C1CCCCC1)CCN(C)C3
 : 92, 4, 7, -1.1, -1, -1, -2, 1, 16, 2
- Cn1c(CSc2ncccn2)nnc1SCC(=O)N1CCCc2ccccc21
 : 139, 11, -5, 1.3, -5, -2, 9, -4, 9, 0
- Cc1noc(C)c1C(=O)NCC(=O)Nc1ccccc1Br
 : 91, 1, 0, 2.7, -2, 2, 7, -2, -5, 10
- COc1cc2c(cc1NC(=O)CSc1ccc(Cl)cc1)oc1ccccc12
 : 100, -4, -8, -1.2, -1, 0, -4, -18, 1, -1
- N/C(=N\c1nc2c(c(=O)[nH]1)CCC2)Nc1ccccc1C(F)(F)F
 : 88, -8, -5, -0.6, 3, 11, -1, -7, -1, 2
- O=C(Nc1ccccc1)Oc1cccc(Br)c1
 : 96, -4, -7, 1.3, -3, 1, 1, 3, -1, 2
- COc1ccc2c(c1)[C@H]1[C@H](CO2)[C@H](c2ccccc2)[C@]2(C)C(=O)Nc3cc(OC)c(OC)cc3C(=O)N12
 : 97, -1, 0, 0.7, -4, 59*, -2, -4, 4, 6
- COCCN1C(=O)N(c2cccc(OC)c2)C(=O)C1CC(=O)Nc1ccc(Cl)cc1 (centres undefined)
 : 96, -4, 2, -2.5, 3, 2, 7, -19, 3, 2
- O=C(NCC1CCCO1)C1CCN(S(=O)(=O)c2cccnc2)CC1 (centres undefined)
 : 110, 14, 3, 0.8, 6, 0, 3, -7, -1, 7
- CC(=O)c1cccc(NC(=O)NCc2ccccn2)c1
 : 106, -5, 8, 1.1, -2, -6, -3, -7, -6, 3
- O=C(N/C(=C\c1ccc([N+](=O)[O-])cc1)C(=O)N1CCCCC1)c1ccco1
 : 94, -1, -4, -0.5, -20, 4, 15, -3, 5, -7
- COc1ccc(OC)c(NC(=O)c2c3c(nc4ccccc24)CCC3)c1
 : 105, 7, -12, -0.7, -3, -1, 1, -3, 3, -5
- CC[C@]12C(=O)N(C)C[C@H]([C@@H]3C(=O)N(C)C(=O)[C@@H]31)N2C(=O)c1ccc(Cl)c(Cl)c1
 : 102, -6, -9, 2.0, 6, 0, 3, ., 6, 3
- O=C(NCCc1ccccc1)C1CC(=O)N(C2CCCC2)C1 (centres undefined)
 : 106, -2, -6, -0.4, -5, 2, -9, -6, 1, 4
- COc1cc(C(=O)NCC2(N(C)C)CCCCC2)ccc1OCc1ccccc1
 : 99, 5, 3, 0.0, 31, -6, -11, -2, 6, -6
- COc1ccccc1CNC(=O)CCN1C(=O)c2ccccc2C1=O
 : 100, 14, 1, -0.5, 3, 5, -2, -2, 10, -4

As entered above.
Entry for CC[C@]12C(=O)N(C)C[C@H]([C@@H]3C(=O)N(C)C(=O)[C@@H]31)N2C(=O)c1ccc(Cl)c(Cl)c1 in ABHD5 PLIN5 PPI: -9
Entry for O=C(CN1CCC(N2CCCCC2)CC1)N1CCCc2ccccc21 in Granule exo inh: 1
Entry for O=C(NCCc1ccccc1)C1CC(=O)N(C2CCCC2)C1 (centres undefined) in PDI turbidity: -9

Complete entries as entered above. Order of values: ABCB6 inh 2 | Cardio protect | ABHD5 PLIN5 PPI | MC4R ag barr | Granule exo inh | N-glyco inh | PDI turbidity | CaV13 ICDI inh | MC4R antagonist | HTR2A ag
CC(=O)c1cccc(NC(=O)NCc2ccccn2)c1 in the list: 106 | -5 | 8 | 1.1 | -2 | -6 | -3 | -7 | -6 | 3
O=C(NCC1CCCO1)C1CCN(S(=O)(=O)c2cccnc2)CC1 (centres undefined) in the list: 110 | 14 | 3 | 0.8 | 6 | 0 | 3 | -7 | -1 | 7
COc1cc2c(cc1NC(=O)CSc1ccc(Cl)cc1)oc1ccccc12 in the list: 100 | -4 | -8 | -1.2 | -1 | 0 | -4 | -18 | 1 | -1
Cn1c(CSc2ncccn2)nnc1SCC(=O)N1CCCc2ccccc21 in the list: 139 | 11 | -5 | 1.3 | -5 | -2 | 9 | -4 | 9 | 0
N/C(=N\c1nc2c(c(=O)[nH]1)CCC2)Nc1ccccc1C(F)(F)F in the list: 88 | -8 | -5 | -0.6 | 3 | 11 | -1 | -7 | -1 | 2
